V1aR counter = counter-screen for oxytocin receptor agonists: human V1a receptor agonists; P37288; CHO-V1R cells, Fluo-8 calcium fluorescence, agonist mode; 0% DMSO, 100% 3 nM vasopressin; activation, % at 3 µM; 320,000 tested, 0.25% active; AID 2797;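 active = activation above the mean activation of all tested compounds plus 3 SD, per screening run, cut at about 20% in these data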;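 note: signal is peak over basal fluorescence ratio across a 100 second FLIPR read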
Target sequence (P37288 whole entry, looked up): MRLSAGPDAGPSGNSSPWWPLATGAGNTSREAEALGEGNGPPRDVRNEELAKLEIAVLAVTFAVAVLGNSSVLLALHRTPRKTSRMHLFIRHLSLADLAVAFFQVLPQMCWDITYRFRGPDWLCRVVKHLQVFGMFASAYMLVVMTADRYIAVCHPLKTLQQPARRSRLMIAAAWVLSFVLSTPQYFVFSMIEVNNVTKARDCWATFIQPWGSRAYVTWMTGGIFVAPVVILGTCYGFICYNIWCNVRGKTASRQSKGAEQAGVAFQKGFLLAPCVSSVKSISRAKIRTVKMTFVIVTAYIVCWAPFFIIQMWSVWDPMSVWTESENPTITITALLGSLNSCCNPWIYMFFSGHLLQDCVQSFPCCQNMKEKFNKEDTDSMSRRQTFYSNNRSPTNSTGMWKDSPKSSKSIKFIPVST
IMP-1 inh = inhibitors of Pseudomonas aeruginosa IMP-1 metallo-beta-lactamase; purified IMP-1, nitrocefin hydrolysis, epi-absorbance fluorescence; inhibition, % at 5.6 µM; 290,000 tested, 0.45% active; AID 1556;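 active = inhibition above the mean plus 3 SD of all compounds in the same screening run, cut at about 4.5% in these data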;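 note: 0% = IMP-1 with DMSO and 100% = DMSO wells lacking enzyme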
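Assay system: purified recombinant IMP-1 beta-lactamase. Input: IMP-1 0.2 nM before substrate addition. Buffer or medium: Zinc- and detergent-supplemented HEPES buffer, pH 7.1. Schedule: 25 °C, 15 min preincubation, 25 min reaction. Signal: Epi-absorbance fluorescence, 480 nm excitation, 530 nm emission. Evaluation: percent inhibition from optical density relative to buffer-blank wells.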
PHOSPHO1 inh = PHOSPHO1 (human) inhibition; recombinant PHOSPHO1, absorbance phosphatase assay; inhibition, % at 13.3 µM; 290,000 tested, 1.1% active; Q8TCT1; AID 1565; in the data active = inhibition above about 60%
Target sequence (Q8TCT1 whole entry, looked up): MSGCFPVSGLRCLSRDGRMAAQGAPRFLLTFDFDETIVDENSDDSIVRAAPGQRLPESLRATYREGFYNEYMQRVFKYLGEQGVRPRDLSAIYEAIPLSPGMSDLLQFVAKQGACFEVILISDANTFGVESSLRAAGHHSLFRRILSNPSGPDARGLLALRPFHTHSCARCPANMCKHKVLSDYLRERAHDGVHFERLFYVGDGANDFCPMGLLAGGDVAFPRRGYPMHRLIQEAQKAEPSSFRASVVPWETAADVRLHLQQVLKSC
GPR7 antag = human neuropeptides B/W receptor 1 antagonism; P48145; GPR7-expressing cells, fluorescence antagonist assay; inhibition, % at 4.4 µM; 290,000 tested, 1.1% active; AID 1861; in the data active = inhibition above about 16%, passing the limit was not always enough;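 note: cells stimulated with the agonist NPW; 0% = agonist with vehicle and 100% = vehicle without agonist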
GalR3 antagonist = antagonists of human GalR3. HEK293 GalR3-CNG cAMP membrane potential fluorescence; galR3 body fused to GalR1 C-terminus. inhibition, % at 3 µM. 360,000 tested, 0.44% active;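 active = inhibition above the screen-wide average plus 3 SD, cut at about 13% in these data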;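 note: forskolin and galanin both at EC90 stimulate the cells; cAMP rise reported by CNG channel membrane potential dye signal; 0% = forskolin plus galanin with DMSO and 100% = forskolin alone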
FID counter = fluorescent intercalator displacement, NS3 helicase counter-screen; AID 1845; DNA fluorescent intercalator displacement, fluorescence; inhibition, % at 7.9 µM; 290,000 tested, 0.17% active; in the data active = inhibition above about 37%;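 note: 0% = vehicle and 100% = reference compound; higher means more ethidium bromide displaced from hairpin DNA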
VIM-2 inhibitor = inhibitors of Pseudomonas aeruginosa VIM-2 metallo-beta-lactamase; inhibition, % at 5.6 µM; purified VIM-2, nitrocefin hydrolysis, epi-absorbance fluorescence; AID 1527; 290,000 tested, 0.89% active;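 active = inhibition above the mean of all tested compounds plus 3 SD, cutoff set per screening run, cut at about 7.5% in these data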;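 note: red hydrolysis product quenches plate fluorescence so inhibitors raise well fluorescence; 0% = enzyme with DMSO and 100% = DMSO without enzyme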
HCV NS3 hel inh = blocks Hepatitis C virus NS3 helicase unwinding; NS3 helicase DNA unwinding, Cy5 molecular beacon fluorescence; inhibition, % at 10.9 µM; 290,000 tested, 0.56% active; AID 1800;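 active = inhibition above the mean of all tested compounds plus 3 SD, set per campaign, cut at about 35% in these data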;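 note: 0% = DMSO wells and 100% = thioflavine S control wells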
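Measured by: Cy5 fluorescence, 0 and 60 min reads / Assay system: NS3 helicase fragment of HCV / Control set: low DMSO, high thioflavine S at 110 µM / Times: 1 h reaction at 25 °C, ATP-initiated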
OXTR agonist = human OXTR agonism; AID 2435; 320,000 tested, 0.32% active; activation, % at 3 µM; CHO-OTR cells, Fluo-8 calcium fluorescence; normalized: DMSO 0%, oxytocin 100%;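 active = activation above the mean of all tested compounds plus 3 SD, cutoff set per screening run, cut at about 20% in these data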;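 note: peak over basal fluorescence ratio from a 100 s FLIPR kinetic read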
Target sequence (P30559 whole entry, looked up): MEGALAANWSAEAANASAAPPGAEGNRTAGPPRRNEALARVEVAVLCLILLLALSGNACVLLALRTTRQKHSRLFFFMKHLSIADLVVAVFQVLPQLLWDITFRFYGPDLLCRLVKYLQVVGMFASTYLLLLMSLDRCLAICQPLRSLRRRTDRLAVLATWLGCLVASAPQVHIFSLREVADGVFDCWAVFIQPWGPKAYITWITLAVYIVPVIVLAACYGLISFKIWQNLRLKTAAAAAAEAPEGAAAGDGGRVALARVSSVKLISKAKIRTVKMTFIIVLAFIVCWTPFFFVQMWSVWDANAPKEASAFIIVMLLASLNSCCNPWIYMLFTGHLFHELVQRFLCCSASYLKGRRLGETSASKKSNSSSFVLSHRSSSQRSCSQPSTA
Active calls of the source: *.

What do the screens show for `CCOc1ccc(NC(=O)CSc2nnc(CCNC(=O)c3ccc(OC)cc3)n2CC)cc1`?
V1aR counter: -0.2; IMP-1 inh: -2.1; PHOSPHO1 inh: -14; GPR7 antag: -13; GalR3 antagonist: -7; FID counter: -29; VIM-2 inhibitor: -2.1; HCV NS3 hel inh: -17; OXTR agonist: -0.3

Results for O=C(NCC1CC1)Nc1ccc(Cl)cc1 ?
V1aR counter: 5.4; IMP-1 inh: -3.5; PHOSPHO1 inh: 42; GPR7 antag: 2; GalR3 antagonist: -5; FID counter: -5; VIM-2 inhibitor: -0.9; HCV NS3 hel inh: 11; OXTR agonist: 0.5

How did CC(C)NCCCCOc1ccc(Br)cc1Cl do in these assays?
V1aR counter: 1.3; IMP-1 inh: -1.7; PHOSPHO1 inh: 10; GPR7 antag: 9; GalR3 antagonist: -5; FID counter: 16; VIM-2 inhibitor: 0.2; HCV NS3 hel inh: -9; OXTR agonist: 2.5

How did Cc1ccc2nc(C)cc(C(=O)OCC(=O)Nc3cccnc3Cl)c2c1 do in these assays?
V1aR counter: -0.9; IMP-1 inh: -2.9; PHOSPHO1 inh: 61*; GPR7 antag: -13; GalR3 antagonist: -2; FID counter: -20; VIM-2 inhibitor: -0.1; HCV NS3 hel inh: -4; OXTR agonist: -1.4

What do the screens show for `CC(C)CC(N=C1NC(C)(C)Cc2ccccc21)C(=O)O` (stereo unspecified)?
V1aR counter: 0.2; IMP-1 inh: -1.6; PHOSPHO1 inh: -2; GPR7 antag: -9; GalR3 antagonist: -5; FID counter: -4; VIM-2 inhibitor: -4.0; HCV NS3 hel inh: -2; OXTR agonist: 0.0

How did COc1ccc2c(c1)c(CC(=O)Nc1cc(C)ccc1C)c(C)n2C(=O)c1ccc(Cl)cc1 do in these assays?
V1aR counter: -0.8; IMP-1 inh: -2.1; PHOSPHO1 inh: -11; GPR7 antag: -9; GalR3 antagonist: -5; FID counter: 0; VIM-2 inhibitor: -5.5; HCV NS3 hel inh: 2; OXTR agonist: 0.9

Results for O=C1C=Cc2ccccc2/C1=C/c1[nH]c(=O)[nH]c1O ?
V1aR counter: 0.8; IMP-1 inh: -2.3; PHOSPHO1 inh: 20; GPR7 antag: -6; GalR3 antagonist: -8; FID counter: -4; VIM-2 inhibitor: -2.2; HCV NS3 hel inh: 18; OXTR agonist: -0.3

How did O=C(Oc1cccc2cccnc12)c1ccc(Br)o1 do in these assays?
V1aR counter: 0.6; IMP-1 inh: -1.7; PHOSPHO1 inh: 19; GPR7 antag: -4; GalR3 antagonist: -1; FID counter: -2; VIM-2 inhibitor: -1.0; HCV NS3 hel inh: -4; OXTR agonist: 0.5

Results for CC(CCc1ccccc1)NC(=O)CCCCCNc1nc(=S)[nH]c2ccccc12 (stereo unspecified) ?
V1aR counter: 0.5; IMP-1 inh: -3.3; PHOSPHO1 inh: -16; GPR7 antag: -10; FID counter: -11; VIM-2 inhibitor: -2.9; HCV NS3 hel inh: -2; OXTR agonist: -2.3

What do the screens show for `CC(C)C1C(C#N)=C(N)Oc2n[nH]c(C(C)(C)C)c21` (stereo unspecified)?
V1aR counter: 0.0; IMP-1 inh: -1.2; PHOSPHO1 inh: 5; GPR7 antag: 8; GalR3 antagonist: 2; FID counter: -6; VIM-2 inhibitor: -5.5; HCV NS3 hel inh: -11; OXTR agonist: 1.5

How did COCc1c(C(=O)N/N=C/c2ccco2)nnn1-c1nonc1N do in these assays?
V1aR counter: 0.4; IMP-1 inh: -4.4; PHOSPHO1 inh: 32; GPR7 antag: -3; GalR3 antagonist: -9; FID counter: -7; VIM-2 inhibitor: -3.0; HCV NS3 hel inh: 2; OXTR agonist: 1.3

How did O=C(NCc1ccccc1)N1CCC(CO)(CCc2ccccc2)CC1 do in these assays?
V1aR counter: 0.3; IMP-1 inh: -3.1; PHOSPHO1 inh: 52; GPR7 antag: 6; GalR3 antagonist: -5; FID counter: -35; VIM-2 inhibitor: -2.4; HCV NS3 hel inh: 10; OXTR agonist: 1.5

Looked up one by one from the list above:
What do the screens show for `CC(C)C1C(C#N)=C(N)Oc2n[nH]c(C(C)(C)C)c21` (stereo unspecified)?
V1aR counter: 0.0; IMP-1 inh: -1.2; PHOSPHO1 inh: 5; GPR7 antag: 8; GalR3 antagonist: 2; FID counter: -6; VIM-2 inhibitor: -5.5; HCV NS3 hel inh: -11; OXTR agonist: 1.5

Results for O=C1C=Cc2ccccc2/C1=C/c1[nH]c(=O)[nH]c1O ?
V1aR counter: 0.8; IMP-1 inh: -2.3; PHOSPHO1 inh: 20; GPR7 antag: -6; GalR3 antagonist: -8; FID counter: -4; VIM-2 inhibitor: -2.2; HCV NS3 hel inh: 18; OXTR agonist: -0.3

Further structures:
How did CCOC(=O)N1CCC(N2CCN(S(=O)(=O)c3ccc(NC(C)=O)cc3)CC2)CC1 do in these assays?
V1aR counter: 1.6; IMP-1 inh: -1.7; PHOSPHO1 inh: 26; GPR7 antag: -10; GalR3 antagonist: -5; FID counter: -3; VIM-2 inhibitor: 0.8; HCV NS3 hel inh: -1; OXTR agonist: 1.6

How did COC(=O)c1c(N(S(C)(=O)=O)S(C)(=O)=O)sc2c1CCN(c1ncc(C(F)(F)F)cc1Cl)C2 do in these assays?
V1aR counter: 0.4; IMP-1 inh: 3.1; PHOSPHO1 inh: 24; GPR7 antag: -5; GalR3 antagonist: -4; FID counter: -4; VIM-2 inhibitor: -2.2; HCV NS3 hel inh: -3; OXTR agonist: 0.0

How did COc1ccccc1/C=C/CN1CCN(Cc2ccc(F)cc2)C(CCO)C1 (stereo unspecified) do in these assays?
V1aR counter: 1.9; IMP-1 inh: -2.2; PHOSPHO1 inh: 15; GPR7 antag: -10; GalR3 antagonist: 4; FID counter: 13; VIM-2 inhibitor: -2.1; HCV NS3 hel inh: -18; OXTR agonist: 0.4

What do the screens show for `Cc1ccc(CSC2=NCCN2C(=O)c2ccc(S(=O)(=O)N(C)C)cc2)cc1`?
V1aR counter: 1.5; IMP-1 inh: 1.8; PHOSPHO1 inh: -27; GPR7 antag: 4; GalR3 antagonist: -2; FID counter: -12; VIM-2 inhibitor: 2.0; HCV NS3 hel inh: -4; OXTR agonist: 0.5

How did Cc1cccc(N2C(S)=C(C#N)C(=O)NC2c2cccs2)c1 (stereo unspecified) do in these assays?
V1aR counter: 0.0; IMP-1 inh: 0.4; PHOSPHO1 inh: -8; GPR7 antag: 4; GalR3 antagonist: 2; FID counter: -2; VIM-2 inhibitor: 1.0; HCV NS3 hel inh: 5; OXTR agonist: 0.1

How did Fc1cccc(Nc2ncnc3sccc23)c1 do in these assays?
V1aR counter: 4.5; IMP-1 inh: 1.1; GPR7 antag: 4; GalR3 antagonist: -12; FID counter: 0; VIM-2 inhibitor: -0.4; HCV NS3 hel inh: 0; OXTR agonist: 0.8

How did CCOC(=O)c1nnn(-c2nonc2N)c1CNC(C)C do in these assays?
V1aR counter: -0.2; IMP-1 inh: -1.8; PHOSPHO1 inh: 7; GPR7 antag: 6; GalR3 antagonist: -4; FID counter: -2; VIM-2 inhibitor: -3.1; HCV NS3 hel inh: -13; OXTR agonist: 0.5

How did Cc1cc(S(=O)(=O)N2CCCCC2)ccc1OCC(=O)N1CCCC1 do in these assays?
V1aR counter: 1.4; IMP-1 inh: 1.7; GPR7 antag: 4; GalR3 antagonist: -4; FID counter: -33; VIM-2 inhibitor: 2.1; HCV NS3 hel inh: 23; OXTR agonist: 0.2

How did N#Cc1c(N)nc(SCC(=O)NCCc2ccccc2)c(C#N)c1-c1cccs1 do in these assays?
V1aR counter: 0.1; IMP-1 inh: -0.8; PHOSPHO1 inh: 29; GPR7 antag: 0; GalR3 antagonist: -4; FID counter: 1; VIM-2 inhibitor: -1.1; HCV NS3 hel inh: -7; OXTR agonist: 2.6

Results for O=C(CCC(=O)Nc1ccc(Br)cc1)N/N=C/c1ccccc1F ?
V1aR counter: 1.8; IMP-1 inh: -4.3; PHOSPHO1 inh: 33; GPR7 antag: 0; GalR3 antagonist: -3; FID counter: -14; VIM-2 inhibitor: -7.3; HCV NS3 hel inh: -3; OXTR agonist: -1.0

Results for CCCCN(CCCC)C(=O)CSc1nnc(-c2cc(OC)c(OC)c(OC)c2)o1 ?
V1aR counter: 3.9; IMP-1 inh: -1.9; PHOSPHO1 inh: 7; GPR7 antag: -3; GalR3 antagonist: -6; FID counter: -12; VIM-2 inhibitor: -1.0; HCV NS3 hel inh: 7; OXTR agonist: 1.5

Results for CSc1nc(C)cc(SCC(=O)Nc2ccccc2)n1 ?
V1aR counter: -0.6; IMP-1 inh: -3.2; PHOSPHO1 inh: 0; GPR7 antag: 8; GalR3 antagonist: -5; FID counter: -9; VIM-2 inhibitor: -1.5; HCV NS3 hel inh: -7; OXTR agonist: -0.4

Results for COCCNC(=O)Cn1nc(-c2ccccc2)c2ccccc2c1=O ?
V1aR counter: 0.4; IMP-1 inh: -3.0; GPR7 antag: -2; GalR3 antagonist: -2; FID counter: -11; VIM-2 inhibitor: -2.4; HCV NS3 hel inh: -11; OXTR agonist: 1.6

What do the screens show for `Cc1ccc(N2C(=O)Nc3ccccc3C2(O)C(=O)N2CCN(c3ccccn3)CC2)cc1C` (stereo unspecified)?
V1aR counter: 0.4; IMP-1 inh: -1.1; PHOSPHO1 inh: 28; GPR7 antag: -5; GalR3 antagonist: -6; FID counter: 12; VIM-2 inhibitor: -4.4; HCV NS3 hel inh: 6; OXTR agonist: 0.2

How did O=C(O)c1cccc(NC(=S)NC(NC(=O)c2ccco2)C(Cl)(Cl)Cl)c1 (stereo unspecified) do in these assays?
V1aR counter: 0.0; IMP-1 inh: -3.6; PHOSPHO1 inh: -1; GPR7 antag: -6; GalR3 antagonist: -4; FID counter: -14; VIM-2 inhibitor: -6.8; HCV NS3 hel inh: 8; OXTR agonist: 0.0

Results for O=C(NCc1cccs1)C1CC(c2ccccc2O)=NO1 (stereo unspecified) ?
V1aR counter: 0.5; IMP-1 inh: -2.6; PHOSPHO1 inh: 3; GPR7 antag: 1; GalR3 antagonist: -8; FID counter: -4; VIM-2 inhibitor: -1.8; HCV NS3 hel inh: -3; OXTR agonist: 1.0

What do the screens show for `Cn1c(SCC(=O)N/N=C/c2ccncc2)nc2ccccc21`?
V1aR counter: -0.1; IMP-1 inh: -1.2; PHOSPHO1 inh: 12; GPR7 antag: -6; GalR3 antagonist: -5; FID counter: -12; VIM-2 inhibitor: -1.2; HCV NS3 hel inh: 2; OXTR agonist: 0.4

Results for N#Cc1ccc(COC(=O)c2cccnc2Cl)cc1 ?
V1aR counter: 0.4; IMP-1 inh: -4.0; PHOSPHO1 inh: 36; GPR7 antag: -13; GalR3 antagonist: -6; FID counter: -10; VIM-2 inhibitor: 1.4; HCV NS3 hel inh: 21; OXTR agonist: 0.0

Results for COc1ccc(Cl)cc1S(=O)(=O)Nc1ccc(Cl)cn1 ?
V1aR counter: 1.0; IMP-1 inh: -1.0; PHOSPHO1 inh: 28; GPR7 antag: -3; GalR3 antagonist: -7; FID counter: -6; VIM-2 inhibitor: 1.3; HCV NS3 hel inh: 8; OXTR agonist: -1.0

Compound activity (PubChem)
